Source: PubChem BioAssay
ASAP1 GAP inh = blocks human ASAP1-stimulated Arf1 GTP hydrolysis. Q9ULH1. GDP FP detection. inhibition, % at 16.5 µM. 360,000 compounds, 0.19% hits; in the data active = inhibition above about 25%;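 note: 0% = vehicle with enzyme and substrate and 100% = no enzyme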
PLCb3 inh = inhibitors of human phospholipase C beta3. Q01970. Purified PLC-beta3, fluorogenic substrate, fluorescence. inhibition, % at 12.2 µM. 370,000 compounds, 0.18% hits. AID 720704; in the data active = inhibition above about 11%;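 note: 0% = median of compound wells on plate and 100% = full blocker control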
Tn7 DDE FP = disrupts Tn7 cyclic peptide binding to fibrin D-Dimer-E complex; P02675; 370,000 compounds, 0.13% hits; FP displacement of FITC-Tn7 peptide from fibrin DD(E); 0% = median of compound wells per plate; inhibition, % at 8.3 µM; AID 720508;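 active = inhibition above the mean of compounds falling within the control limits plus 3 SD of them, cut at about 14% in these data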;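 note: 0% = plate median of compound wells and 100% = 10 µM Aha-Tn7 peptide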
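Measure: % inhibition scaled between sample-field median and high-control FP; Test system: human fibrin DD(E); Quantity: 2 µM final DD(E) protein; Doses: one dose, 8.3 µM nominal; Schedule: compound with protein 10 min, then 3 h after probe, room temperature; Detection: fluorescence polarization; Medium: Tris buffer with calcium and detergent, pH 7.8.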
Tn6 DDE FP = inhibitors of Tn6 peptide binding to human fibrin DD(E); 370,000 compounds, 0.21% hits; inhibition, % at 8.3 µM; P02675; Fibrin DD(E) TRITC-Tn6 fluorescence polarization displacement;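 active = inhibition above a per-campaign cutoff: mean of compounds within control limits plus 3 SD, cut at about 15% in these data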;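 note: 0% = median of all compound wells on the plate and 100% = blocking peptide control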
UHRF1 binding = blocks human UHRF1 binding to methylated DNA. UHRF1 binding to methylated oligo, TR-FRET. inhibition, % at 4.4 µM. 370,000 compounds, 0.75% hits. AID 687016; in the data active = inhibition above about 21%;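 note: UHRF1 SRA domain binding a hemimethylated CpG hairpin DNA probe; 0% = median of test compound wells and 100% = reference inhibitor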
MBD2 DNA inh = blocks human MBD2 binding to methylated DNA; Q9UBB5; TR-FRET, MBD2 binding to methylated oligonucleotide; inhibition, % at 4.4 µM; 370,000 compounds, 0.31% hits; in the data active = inhibition above about 13%
Target sequence (Q9UBB5 whole entry, looked up): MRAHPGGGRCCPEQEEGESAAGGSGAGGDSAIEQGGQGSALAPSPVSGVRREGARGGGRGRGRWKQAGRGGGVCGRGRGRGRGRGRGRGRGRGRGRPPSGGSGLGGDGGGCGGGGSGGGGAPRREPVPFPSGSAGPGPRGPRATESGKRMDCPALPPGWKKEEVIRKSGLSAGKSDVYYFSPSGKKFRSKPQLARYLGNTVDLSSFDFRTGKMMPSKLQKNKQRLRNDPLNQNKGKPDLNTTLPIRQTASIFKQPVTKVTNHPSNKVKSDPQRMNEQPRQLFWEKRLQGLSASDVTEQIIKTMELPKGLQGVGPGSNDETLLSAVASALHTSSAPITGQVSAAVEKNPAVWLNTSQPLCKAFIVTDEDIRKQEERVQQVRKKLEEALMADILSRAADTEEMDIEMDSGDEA
ADAM17 inh = ADAM17 inhibition, QFRET primary screen. recombinant ADAM17, EDANS/DABCYL FRET peptide cleavage. inhibition, % at 6.95 µM. AID 720648. 370,000 compounds, 0.83% hits. P78536;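 active = inhibition above the mean of compounds lying between control limits plus 3 SD, set per campaign, cut at about 8.5% in these data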;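 note: 0% = DMSO-only wells as the low control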
PLCg1 inh = inhibitors of human phospholipase C gamma1 | P19174 | AID 720700 | purified PLC-gamma1, fluorogenic substrate, fluorescence | 370,000 compounds, 0.84% hits | inhibition, % at 12.2 µM; in the data active = inhibition above about 9.5%
ARFGAP1 inhibitor = inhibitors of rat ARFGAP1. Q62848. Arfgap1-stimulated ARF1 GTP hydrolysis, GDP FP detection. inhibition, % at 16.5 µM. 360,000 compounds, 0.26% hits. AID 651572;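 active = inhibition above a per-plate limit, mean inhibition of low control wells plus 3 SD, cut at about 25% in these data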;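 note: 0% = DMSO wells with enzyme and 100% = wells lacking Arfgap1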
Target sequence (Q62848 1-136 limits assumed): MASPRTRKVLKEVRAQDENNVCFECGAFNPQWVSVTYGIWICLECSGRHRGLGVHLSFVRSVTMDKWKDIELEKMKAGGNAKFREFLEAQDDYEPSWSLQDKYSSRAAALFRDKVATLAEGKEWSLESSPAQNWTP
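Assay system: purified rat His6-Arfgap1 residues 1-136 (GAP domain); Reagent: human Δ17 ARF1 bound to GTP; Dosing: 16.5 µM single point, 1.26% DMSO; Times: GTP hydrolysis reaction 2 h at 25 °C; Signal: FP, GDP Alexa 633 tracer displaced from anti-GDP antibody, 620/688 nm; Measure: % inhibition from polarization.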
proKLK7 act = activators of human kallikrein-7 zymogen | P49862 | purified proKLK7, EDANS-DABCYL substrate fluorescence; 100% is mature enzyme control, 0% vehicle | activation, % at 7 µM | 370,000 compounds, 0.9% hits;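 active = activation above the mean of all tested compounds plus 3 SD, computed per campaign excluding outliers beyond control limits, cut at about 13% in these data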
Target sequence (P49862 whole entry, looked up): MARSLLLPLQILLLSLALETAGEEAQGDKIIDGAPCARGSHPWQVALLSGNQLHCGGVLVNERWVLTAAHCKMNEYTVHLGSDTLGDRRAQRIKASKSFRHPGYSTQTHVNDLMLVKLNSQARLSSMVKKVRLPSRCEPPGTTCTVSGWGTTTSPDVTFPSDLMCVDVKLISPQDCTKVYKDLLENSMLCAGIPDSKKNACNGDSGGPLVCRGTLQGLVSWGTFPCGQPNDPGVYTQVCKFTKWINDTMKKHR
The depositor's hits bear a star.

Sample of the layout (10 entries):
SMILES	ASAP1 GAP inh	PLCb3 inh	Tn7 DDE FP	Tn6 DDE FP	UHRF1 binding	MBD2 DNA inh	ADAM17 inh	PLCg1 inh	ARFGAP1 inhibitor	proKLK7 act
Cc1cccc(NC(=O)CN(CC2CCCO2)C(=O)c2oc3ccccc3c2C)c1C (stereo not given)	-3	-10	0	-5	0	1	-8	-6	-8	-0.3
COC(=O)CNC(=O)C1(C)C=CCN1C(=O)c1ccccc1 (stereo not given)	-3	6	-11	12	2	2	0	4	0	0.7
CCC(=O)Nc1ccc(NC(=O)CSc2nnnn2Cc2ccccc2)cc1C	-4	-7	4	-3	-1	2	-3	-1	2	-0.1
Cc1c(C(=O)N2CCN(C(=O)c3ccco3)CC2)oc2c(Cl)cccc12	0	-8	-6	5	-4	1	-4	1	-6	0.3
Cc1ccc(OC(=O)CCC(=O)Nc2ccc(S(=O)(=O)Nc3cc(C)on3)cc2)cc1	-5	1	3	1	0	7	-2	1	-3	0.4
C(=C\c1ccccc1)/CN1CCN(C(c2nnnn2C2CCCCC2)C2CC2)CC1 (stereo not given)	15	1	2	-3	2	1	-6	0	-17	0.0
Cc1ccc(C(=O)N/N=C\C=C\c2ccc(Br)cc2)cn1	16	3	-8	0	6	0	2	4	1	-0.4
CCOC(=O)c1sc2nc(NC(=O)C3CC3)sc2c1C	-1	2	9	-5	-2	-5	-1	-1	-13	-0.4
CCOc1ccc(NC(=O)CSc2nnc(C)n2CC)cc1	-14	-2	2	-5	-1	4	-4	0	5	-0.3
CCCc1ncc(C[n+]2ccccc2C)c(N)n1	5	3	0	-1	3	2	0	2	9	0.0

The whole of this part, from the first entry:
SMILES	ASAP1 GAP inh	PLCb3 inh	Tn7 DDE FP	Tn6 DDE FP	UHRF1 binding	MBD2 DNA inh	ADAM17 inh	PLCg1 inh	ARFGAP1 inhibitor	proKLK7 act
Cc1cccc(NC(=O)CN(CC2CCCO2)C(=O)c2oc3ccccc3c2C)c1C (stereo not given)	-3	-10	0	-5	0	1	-8	-6	-8	-0.3
COC(=O)CNC(=O)C1(C)C=CCN1C(=O)c1ccccc1 (stereo not given)	-3	6	-11	12	2	2	0	4	0	0.7
CCC(=O)Nc1ccc(NC(=O)CSc2nnnn2Cc2ccccc2)cc1C	-4	-7	4	-3	-1	2	-3	-1	2	-0.1
Cc1c(C(=O)N2CCN(C(=O)c3ccco3)CC2)oc2c(Cl)cccc12	0	-8	-6	5	-4	1	-4	1	-6	0.3
Cc1ccc(OC(=O)CCC(=O)Nc2ccc(S(=O)(=O)Nc3cc(C)on3)cc2)cc1	-5	1	3	1	0	7	-2	1	-3	0.4
C(=C\c1ccccc1)/CN1CCN(C(c2nnnn2C2CCCCC2)C2CC2)CC1 (stereo not given)	15	1	2	-3	2	1	-6	0	-17	0.0
Cc1ccc(C(=O)N/N=C\C=C\c2ccc(Br)cc2)cn1	16	3	-8	0	6	0	2	4	1	-0.4
CCOC(=O)c1sc2nc(NC(=O)C3CC3)sc2c1C	-1	2	9	-5	-2	-5	-1	-1	-13	-0.4
CCOc1ccc(NC(=O)CSc2nnc(C)n2CC)cc1	-14	-2	2	-5	-1	4	-4	0	5	-0.3
CCCc1ncc(C[n+]2ccccc2C)c(N)n1	5	3	0	-1	3	2	0	2	9	0.0
CCc1cc2c(=O)c(-c3nc4ccccc4n3C)c(COCC(=O)O)oc2cc1O	10	-126	-1	-1	0	0	-14	-123	7	-4.4
CC1=C(C(=O)OCc2ccccc2)C(c2ccc(Br)cc2)NC(=O)N1CCCCCC(=O)O (stereo not given)	11	-8	-2	0	-2	2	-4	-1	-9	0.0
Cc1nn(C)c(C)c1S(=O)(=O)N1CCC(C(=O)NC2CCCCCC2)CC1	-5	4	-6	-6	-1	-5	-1	1	15	-0.8
Cn1cccc1Cc1nnc(SCC(=O)NC2CCCC2)n1-c1ccc(F)cc1	-7	-14	-1	4	-1	1	-2	-10	6	1.0
O=C(CSc1nnnn1-c1ccccc1)N1CCCc2ccccc21	-2	-2	8	-6	-1	-2	-3	-1	-10	-0.6
CCOc1ccc(NC(=S)NC2CC3CCC(C2)N3Cc2ccco2)cc1 (stereo not given)	-4	-9	-3	0	-1	-3	-3	-2	-7	0.6
CCOC(=O)/C(C#N)=N\Nc1ccc(S(=O)(=O)Nc2nc(C)cc(C)n2)cc1	2	2	-1	1	2	4	-2	0	-7	0.3
CCOc1ccccc1N1CCN(Cc2cn[nH]c2-c2ccc(F)cc2)CC1	5	-7	2	1	3	2	-3	-1	15	0.4
COc1ccc(N2CCN(S(=O)(=O)c3ccc(OC)c(C(=O)N4CCCC4)c3)CC2)cc1	-5	-6	8	-2	0	-4	-3	2	8	0.0
COc1ccc2nc(NC(=O)CSc3cn[nH]n3)sc2c1	8	-3	6	1	-2	5	-2	1	8	0.6
COc1ccccc1CCNS(=O)(=O)c1cn(C)nc1C	-16	2	-2	0	0	-10	-4	9	-10	-0.8
CCOC(=O)N1CCN(C(=O)c2ccc(N(Cc3ccc(C)cc3)S(C)(=O)=O)cc2)CC1	-8	10	-7	-3	5	1	9.0*	12*	2	-0.1
COC(=O)c1cn(C(=O)c2cc(OC)cc(OC)c2)c2ccccc12	-3	-6	-2	1	5	1	-4	-2	9	0.7
O=[N+]([O-])c1ccc(NC(=S)NCc2ccncc2)cc1	-4	2	7	-2	2	1	-2	3	2	-0.7
CN(C(=O)/C=C/c1cnc2ccccc2c1)C1CCCCC1	-10	0	8	0	-2	-2	-1	0	8	0.0
Cc1ccc(S(=O)(=O)N2C[C@H]3[C@H]4C(=O)N(Cc5ccccc5)C(=O)[C@H]4CC(=O)[C@H]3[C@@H]2c2cccc3ccccc23)cc1	-14	3	-3	0	-1	-2	0	1	0	-0.6
Cc1ccc(C(C#N)N2CCOCC2)cc1 (stereo not given)	0	-4	7	6	1	1	-7	1	-5	0.1
O=C(c1cnsn1)N1CCCC(Nc2ccc(F)c(F)c2)C1 (stereo not given)	-1	-4	5	5	3	2	2	3	1	0.4
COc1ccccc1/C=N/N(C(C)=O)c1nc(-c2ccc(F)cc2)cs1	1	1	-3	-5	0	1	-2	1	-18	0.5
C[C@H](NC(=O)C1CCN(S(=O)(=O)c2ccccc2)CC1)C(=O)NCc1ccc(F)cc1	-15	-6	0	-4	0	-3	-3	3	-10	1.0
Nc1nonc1C(=O)NCCNCc1c(OCc2ccccc2F)ccc2ccccc12	13	0	-4	5	3	0	4	5	3	0.4
N#Cc1ccc(C(=O)NCC2CCN(C(=O)C(=O)c3cccs3)CC2)cc1	-2	5	0	-1	2	7	-1	0	-8	-0.2
O=C(NCc1ccco1)c1ccc(Cn2cc([N+](=O)[O-])cn2)o1	-11	0	5	12	-1	1	-3	-2	8	0.1
COc1cc2cc(OC(C)=O)c3cc4c(cc3c2c(OC)c1OC)OCO4	-1	-2	-3	3	-3	-2	0	-4	6	-0.2
O=C(Cc1ccccc1)N1CCN=C1SCc1cccc([N+](=O)[O-])c1	-2	-6	7	-3	-2	-1	-3	0	-10	0.2
CCN1C(=O)c2cccc3c(S(=O)(=O)Nc4ccccc4OC)ccc1c23	-10	-33	0	4	-4	-1	-1	-33	2	1.4
COC(=O)c1c(C(C)=O)cnc2ccc(Br)cc12	-11	-4	1	6	0	4	-1	-2	-5	0.0
O=C(COc1ccc(Nc2ccccc2)cc1)OCC(=O)N1CCCCC1	-4	-7	3	0	-1	-5	0	0	0	0.3
Cc1ccc(C)n1-c1nn(S(=O)(=O)c2cccc3cccnc23)c2cccc(F)c12	-7	-10	-6	3	-3	1	0	3	-6	0.0
O=C(Nc1ccncc1)c1cccs1	2	-3	-5	6	5	-3	1	2	1	0.4
CC(C1CC1)N(Cc1ccccc1)C(=S)Nc1ccccc1 (stereo not given)	-6	5	-2	3	0	-4	4	3	1	-0.1
O=C1N/C(=N\N=C\c2cccs2)SC1Cc1ccc(Cl)c(Cl)c1 (stereo not given)	5	0	13	6	5	-1	-4	3	-2	-0.9
COCCNC(=O)c1ccc(CSc2nc3ccccc3s2)cc1	-20	-11	1	-2	2	-5	1	-6	0	-0.1
O=C(NCc1cccc(Cl)c1)C1CCN(c2nnc(N3CCCC3=O)s2)CC1	-18	2	4	-7	0	2	0	1	-2	0.1
CC(/C=N/NC(=O)c1ccncc1)=C\c1ccco1	-5	-11	-1	-3	-2	-9	0	-7	4	-0.1
COC(=O)c1ccc(CSc2nnc(-c3c[nH]c4ccccc34)n2C)o1	-3	4	-2	-5	-1	0	-1	6	-3	0.3
Cc1ccc(C(=O)N/N=C\c2ccncc2)s1	-3	2	1	-2	-4	-2	-2	4	9	-0.1
CC(=O)Nc1nc(-c2ccccc2)c(-c2ccccc2)o1	0	-11	9	-2	10	5	-9	-7	5	-1.4
CN(C)c1ccc(C(O)P(=O)(OCc2ccccc2)c2ccc(N(C)C)cc2)cc1 (stereo not given)	2	-5	-6	6	1	-3	2	2	4	0.6
Cc1ccc(CN2CCN(Cc3ccc(-n4cccn4)cc3C)CC2CCO)cc1 (stereo not given)	-5	5	5	1	-10	-1	-4	0	7	-0.5
Following part
SMILES	ASAP1 GAP inh	PLCb3 inh	Tn7 DDE FP	Tn6 DDE FP	UHRF1 binding	MBD2 DNA inh	ADAM17 inh	PLCg1 inh	ARFGAP1 inhibitor	proKLK7 act
COc1ccc(CN2C(=O)C(CC(=O)NC3CC3)CC(C(=O)N3CCOCC3)=C2C)cc1 (stereo not given)	3	1	-4	-3	-1	-7	1	5	3	0.1
COc1cc(/C=N/NC(=O)c2ccncc2)ccc1OC(=O)c1cccc(Br)c1	-12	-6	1	-25	-1	-6	2	-2	5	-1.3
COc1ccccc1N=Cc1nc(-c2ccccc2)oc1OC(C)=O	6	-1	-1	2	4	-1	-2	5	2	-0.5
COc1cccc(C(c2c(C)[nH]n(-c3ccccc3)c2=O)c2c(C)[nH]n(-c3ccccc3)c2=O)c1O	-5	-1	9	-4	21*	21*	-3	25*	6	-0.6
COc1ccc(N=C2NC(=O)/C(=C/c3ccco3)S2)cc1	8	-14	-4	-8	-3	-2	6	-6	-6	0.0
CCCCCC1CCC(c2n[nH]c(=S)n2C)CC1 (stereo not given)	-11	-1	-1	3	-7	5	5	-2	-2	0.2

Random excerpt: 2 records from the list
SMILES	ASAP1 GAP inh	PLCb3 inh	Tn7 DDE FP	Tn6 DDE FP	UHRF1 binding	MBD2 DNA inh	ADAM17 inh	PLCg1 inh	ARFGAP1 inhibitor	proKLK7 act
COc1ccc(CN2C(=O)C(CC(=O)NC3CC3)CC(C(=O)N3CCOCC3)=C2C)cc1 (stereo not given)	3	1	-4	-3	-1	-7	1	5	3	0.1
COc1ccc(N=C2NC(=O)/C(=C/c3ccco3)S2)cc1	8	-14	-4	-8	-3	-2	6	-6	-6	0.0
